Assay outcomes (PubChem)
SV40 large T antigen – SV40 large T antigen inhibitors, biochemical (AID 1903) | SV40 large T antigen ATPase/helicase inhibition assay; higher % means a stronger effect | one-dose inhibition, % at 20 µM; IC50 in µM for titrated hits | actives 0.39% (n = 310,000); in the data active = a potency from the dose series; inconclusive = inhibition mostly from about 32% at the one dose, without a potency; inactive = the rest, 99 in 100 with inhibition below about 32%; also: strong numbers were not always called active
K1F lysis inhibition – inhibition of K1F phage lysis, E. coli UTI89, bacterial capsule biogenesis inhibitors, alamar blue (AID 488966). actives 0.02% (n = 340,000). inhibition, % at 100 µM, or IC50 in µM where a hit was titrated. E. coli UTI89 K1F phage lysis, alamar blue, 2 h; higher % means a stronger effect;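 active = phage lysis inhibition, versus mean bacterial control, above a set limit; inconclusive = no clear call, values can overlap the other calls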;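 also: capsule biogenesis inhibitors block K1F phage lysis so surviving cells raise fluorescence; higher fluorescence means more inhibition of phage lysis; actives were called in the ten point dose series up to 300 µM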
T cell modulator – modulators of CD8 T cell-vesicle binding, primary screen, mouse 2C CD8+ T cells, flow cytometry. AID 2052, 2009. actives 0.068% (n = 330,000). 2C CD8+ T cell-vesicle binding; stronger effect = lower value. calls only at 7 µM;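 active = response, share of CD8 T cells binding vesicles, and their 90th percentile fluorescence all below set limits, cut at about 80% in these data, passing the limit was not always enough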
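Material: 2C TCR transgenic mouse naive CD8+ T cells, MACS-purified. Also added: QL9-charged Drosophila Ld/ICAM-1/B7-1 vesicles. Timing: binding 1.5 h at 37 °C. Measured by: high-throughput flow cytometry with anti-B7-1 and anti-CD8 staining. Read-out: percent CD8+ FL2 mean versus row control. Controls: Unloaded micro-vesicles (low), QL9 vesicles with 0.7% DMSO (high).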
Dengue-2 NS5 capping – Dengue-2 NS5 methyltransferase inhibitors, primary screen, biochemical, confirmation dose response (AID 588689); Dengue-2 NS5 methyltransferase capping enzyme assay, biochemical; higher % means a stronger effect; inhibition, % at 25 µM; hits with a dose series show IC50 in µM; actives 0.3% (n = 340,000); in the data active = a potency from the dose series; inconclusive = inhibition above about 29% without an active follow-up result
Salmonella PhoP GFP – inhibitors of PhoP regulon expression, primary screen, Salmonella Typhimurium, GFP reporter (AID 1863). inhibition, % at 50 µM; hits with a dose series show IC50 in µM. actives 0.16% (n = 300,000). S. Typhimurium PhoP-regulated promoter GFP reporter, 4 h; higher % means a stronger effect;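 active = inhibition over 29.93%, a cutoff 3 SD above the screen mean, later confirmed by dose response; inconclusive = inhibition over 29.93% but no dose response follow-up; inactive = inhibition at most 29.93% or unconfirmed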;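 also: 0% = low Mg2+ inducing control and 100% = high Mg2+ repressing control; strong numbers were not always called active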
West Nile virus CPE – West Nile virus antiviral activity, cell-based, CPE readout (AID 1621); West Nile virus-infected cells, CPE inhibition; higher % means a stronger effect; one-dose CPE inhibition, % at 10 µM; IC50 in µM for titrated hits; actives 0.02% (n = 290,000); in the data active = a potency from the dose series; inconclusive = CPE inhibition mostly from about 3.7% at the one dose, without a potency; inactive = the rest, 99 in 100 with CPE inhibition below about 2.2%; also: strong numbers were not always called active
RSV CPE inhibition – RSV antiviral activity via CPE protection, HEp-2 cells, primary 10 µM value included (AID 2391); HEp-2 cells, RSV-induced CPE inhibition; higher % means a stronger effect; one-dose CPE inhibition, % at 10 µM; IC50 in µM for titrated hits; actives 0.13% (n = 310,000); in the data active = a potency from the dose series; inconclusive = CPE inhibition mostly from about 23% at the one dose, without a potency; inactive = the rest, 99 in 100 with CPE inhibition below about 21%; also: strong numbers were not always called active
NTR1 ag – agonists of NTR1, primary screen, imaging, U2OS cells, beta-arrestin-GFP, high content (AID 493036); Neurotensin receptor type 1 (Homo sapiens), P30989; NTR1-U2OS beta-arrestin-GFP spot imaging, agonist mode; activation, % at 20 µM; actives 0.17% (n = 330,000);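 active = activation at or above 40% of the spot to cytoplasm intensity ratio, with at least 20 cells analyzed; inconclusive = wells under 20 cells, flagged as cytotoxic or low count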;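 also: 0% = DMSO without peptide and 100% = 100 nM NTR1 peptide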
Target sequence (P30989 whole entry, looked up): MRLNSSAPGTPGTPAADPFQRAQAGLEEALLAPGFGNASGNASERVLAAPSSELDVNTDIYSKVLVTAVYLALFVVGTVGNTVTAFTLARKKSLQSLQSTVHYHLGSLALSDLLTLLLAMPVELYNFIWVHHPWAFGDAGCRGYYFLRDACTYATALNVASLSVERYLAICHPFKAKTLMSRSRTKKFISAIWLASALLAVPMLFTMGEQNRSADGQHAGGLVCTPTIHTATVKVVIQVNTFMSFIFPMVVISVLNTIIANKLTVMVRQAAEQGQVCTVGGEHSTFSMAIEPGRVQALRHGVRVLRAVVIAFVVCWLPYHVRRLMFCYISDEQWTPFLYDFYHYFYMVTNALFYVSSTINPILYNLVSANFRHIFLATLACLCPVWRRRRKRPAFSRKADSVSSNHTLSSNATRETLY
MgcRacGAP inhibition – MgcRacGAP GTPase-activating activity inhibitors, confirmation, biochemical, ADP Hunter fluorescence. inhibition, % at 30 µM; hits with a dose series show IC50 in µM. actives 0.6% (n = 340,000). MgcRacGAP-stimulated Rac1 GTP hydrolysis, ADP Hunter fluorescence; higher % means a stronger effect; GST-tagged Rac1 F28L mutant substrate. AID 624330, 2012;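 active = first-screen hits whose inhibition reached a set limit at any dose in the follow-up dose series; inconclusive = inhibition above the set first-screen limit but never retested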;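 also: fluorescence reports GDP produced by GAP-driven GTP hydrolysis; strong numbers were not always called active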
T cell modulator vesicle-bound % – recorded beside T cell modulator, whose call it bears; double positive events, %; measured here: CD8+ vesicle-bound cell fraction;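 binding gate set so that unloaded-vesicle control wells show 10% double positive cells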
NTR1 ag cell count 20 µM – second read-out of NTR1 ag, no call of its own (marks repeat the call); cell count; measured here: cell count, cytotoxicity flag
Dengue-2 NS5 capping pilot replicate – also measured in Dengue-2 NS5 capping; calls as there; inhibition, %; measured here: pilot screen replicate inhibition
An asterisk follows results filed as active; i = inactive; ? = inconclusive; . = no result given; [ ] = dose if it differs, or a comment.

SMILES	SV40 large T antigen	K1F lysis inhibition	T cell modulator	T cell modulator vesicle-bound %	Dengue-2 NS5 capping	Salmonella PhoP GFP	West Nile virus CPE	RSV CPE inhibition	NTR1 ag	NTR1 ag cell count 20 µM	MgcRacGAP inhibition	others
CCN(CCCNC(=O)Cn1ncc2c([nH]c3ccc(C)cc32)c1=O)c1ccccc1	4%	0.3%	i	10	-4%	-6%	0.4%	1.0%	-0.3	108	9%
COc1ccc(C)cc1NC(=O)CCCNC(=O)Cn1cnc2sc(C)c(C)c2c1=O	7%	0.3%	i	47	-2%	8%	-0.6%	2.0%	0.6	60	7%
CCOC(=O)C1CCN(C(=O)Nc2ccc3snnc3c2)CC1	-1%	2.1%	i	3	1%	4%	-0.4%	-0.3%	2.1	43	2%
CCOC(=O)N1CCN(c2cc(NCCC(=O)O)c3c4c(onc24)-c2ccccc2C3=O)CC1	>100µM*	-3.6%	i	29	?	-33%	.	-0.5%	5.2	48	?
Cc1ccccc1OCCCN1C(=O)C(=O)c2cccc(C)c21	29%	-0.6%	i	38	10%	-2%	.	14%	0.0	73	15%
CCCCc1c(O)nc(SCC(=O)NCCc2ccc(OC)c(OC)c2)[nH]c1=O	9%	0.3%	i	52	5%	-9%	0.0%	1.1%	-0.1	44	6%
CC(=O)NC(CC(=O)O)c1ccccc1 (centres undefined)	6%	0.3%	i	32	4%	-6%	0.2%	2.1%	0.5	65	9%
Cc1ccc2cc3cc(C(=O)NCCC(C)C)oc3nc2c1	4%	3.1%	i	39	0%	5%	.	?	1.9	66	5%
CCOc1ncccc1C(=O)Nc1ccc(F)c(F)c1	-2%	0.2%	i	29	-12%	-6%	0.9%	1.3%	-0.7	40	8%
CN1C2=NCCN2C(=O)c2ccccc21	7%	-0.3%	i	18	0%	13%	0.0%	2.2%	0.1	50	2%

In the list so far, two have an aryl methoxy group:
SMILES	SV40 large T antigen	K1F lysis inhibition	T cell modulator	T cell modulator vesicle-bound %	Dengue-2 NS5 capping	Salmonella PhoP GFP	West Nile virus CPE	RSV CPE inhibition	NTR1 ag	NTR1 ag cell count 20 µM	MgcRacGAP inhibition	others
COc1ccc(C)cc1NC(=O)CCCNC(=O)Cn1cnc2sc(C)c(C)c2c1=O	7%	0.3%	i	47	-2%	8%	-0.6%	2.0%	0.6	60	7%
CCCCc1c(O)nc(SCC(=O)NCCc2ccc(OC)c(OC)c2)[nH]c1=O	9%	0.3%	i	52	5%	-9%	0.0%	1.1%	-0.1	44	6%

(listing goes on)
SMILES	SV40 large T antigen	K1F lysis inhibition	T cell modulator	T cell modulator vesicle-bound %	Dengue-2 NS5 capping	Salmonella PhoP GFP	West Nile virus CPE	RSV CPE inhibition	NTR1 ag	NTR1 ag cell count 20 µM	MgcRacGAP inhibition	others
CCCC(Oc1ccc(Br)cc1)c1nc2c3cc(OC)c(OC)cc3nc(=S)n2[nH]1 (centres undefined)	2%	0.3%	i	59	4%	3%	-1.4%	2.6%	-0.6	33	14%
Cc1nc(-c2cc(C#N)c(Sc3cccc(C(F)(F)F)c3)nc2C)cs1	11%	0.3%	i	30	-5%	-5%	0.1%	4.5%	0.9	54	4%
Cc1ccc(-c2nc(N3CCOCC3)sc2C(=O)N2CCOCC2)cc1	6%	2.9%	i	39	2%	3%	-0.2%	1.7%	0.3	37	2%
CCC(C(=O)NC1CCCC1)N(C(=O)Cn1nnc(-c2ccc(C)o2)n1)c1ccccc1OC (centres undefined)	7%	-0.2%	i	28	3%	3%	-1.3%	9.6%	0.6	45	5%
O=[N+]([O-])c1cccc(-c2nnc3ccccn23)c1	11%	0.1%[50 µM]	i	46	.	1%	0.0%	1.9%	-1.2	56	.
CCOc1ccccc1C1N(c2ccc(OC)cc2)C(=O)C2CCCN21 (centres undefined)	8%	-0.3%	i	63	2%	12%	-0.3%	0.6%	-1.9	64	5%
Cc1ccc(CSc2ccc(-c3cccs3)nn2)cc1	20%	2.0%[50 µM]	i	45	1%	-1%	-0.4%	0.2%	0.3	48	9%
COC(=O)C1=C(C)N=C2SC(C)C(=O)N2C1c1ccc(C(=O)OC)cc1 (centres undefined)	0%	0.7%	i	27	1%	4%	-0.2%	1.6%	-0.7	47	3%
CCOc1ccc(C2Nc3ccccc3C(CC)(CC)O2)cc1 (centres undefined)	2%	0.0%	i	37	-6%	3%	0.9%	0.6%	0.8	38	5%
CCOc1ccc(N=Nc2ccc(O)c3ncccc23)cc1	7%	0.0%[50 µM]	i	13	0%	10%	?	3.3%	1.1	87	6%
Cc1cccc(-n2c(N)c(-c3nc4ccccc4n3C)c3nc4ccccc4nc32)c1	17%	2.1%	i	44	-3%	-5%	0.1%	1.3%	-0.2	58	5%
COC(=O)[C@@H](NC(=O)Nc1cc(Cl)ccc1C)C(C)C	-2%	1.9%	i	12	4%	17%	1.4%	1.4%	0.4	76	-1%
CC(C)(C)n1nc2c(c1NC(=O)c1cccc(C(F)(F)F)c1)CS(=O)C2 (centres undefined)	5%	-1.5%	i	47	2%	-5%	0.2%	1.6%	0.1	76	5%
CCOc1ccc(OCCC(=O)OCC(=O)NCCc2ccc(S(N)(=O)=O)cc2)cc1	.	0.1%[50 µM]	i	32	-2%	.	.	1.4%	0.4	55	24%
Cc1cc(C)cc(OCC(=O)Nc2nc3ccc([N+](=O)[O-])cc3s2)c1	7%	2.5%	i	36	3%	-4%	0.1%	?	0.8	46	2%
CN1CCCC(OC(=O)/C(C#N)=C/c2ccccc2)C1 (centres undefined)	0%	0.7%	i	40	2%	1%	0.4%	5.7%	-0.4	68	1%
Cc1cc(-c2ccc(Cl)cc2)oc(=O)c1NC(=O)c1ccccc1	-2%	-0.2%[50 µM]	i	44	5%	3%	-0.4%	1.6%	1.4	77	3%
CCOC(=O)C1=CNS(=O)(=O)NC1c1ccc(C(F)(F)F)cc1 (centres undefined)	.	-0.1%	.	.	6%	.	.	.	2.5	46	4%	Dengue-2 NS5 capping pilot replicate=-1.5
O=C(c1ccccc1)N1CCCc2ccccc21	9%	5.6%	i	33	-12%	-5%	.	2.0%	-0.7	53	4%
NC(=O)CC(NC(=O)Cc1ccc(Br)cc1)c1ccc(NCc2ccc(F)cc2)c([N+](=O)[O-])c1 (centres undefined)	17%	0.5%	i	37	-1%	2%	0.0%	-0.4%	7.1	94	5%
CCOC(=O)c1c(-c2ccccc2)oc2ccc(O)c(CN3CCCC3)c12	10%	0.2%	i	50	-12%	1%	-0.6%	4.6%	11	78	7%	Dengue-2 NS5 capping pilot replicate=-12
CC(C)(Cc1ccc(O)cc1)NC(=O)CC(=O)N=Nc1c(O)[nH]c2ccc(Br)cc12	17%	-0.9%	i	46	-1%	3%	0.1%	-1.7%	2.4	54	15%
O=C(O)Cn1c(O)c(C2=c3ccccc3=NC2=O)sc1=O	7%	0.1%	i	56	9%	3%	-0.4%	1.4%	0.1	86	11%
CC(C)(C)c1ccc(OCC(=O)NNC(=S)NC(=O)c2ccco2)c(Br)c1	13%	1.7%[50 µM]	i	26	-1%	1%	2.0%	2.9%	10	69	10%
CCCn1c(=O)c(C(=O)NCc2ccccc2OC)c(O)c2ccccc21	10%	0.5%	i	54	2%	-2%	-0.7%	-0.6%	2.5	60	15%
CCCCC1=CC2=C(c3ccco3)C(=O)C(C)(OC(=O)c3ccc(OC)cc3)C(=O)C2=CN1CCCCO (centres undefined)	13%	0.1%	i	58	7%	-19%	1.0%	-0.2%	0.5	56	10%
Cc1ccc(C(=O)CSC2=C(C#N)C(c3ccco3)CC(=O)N2)c(C)c1 (centres undefined)	-2%	1.0%	i	33	13%	31%	-0.3%	20%	2.7	77	-1%
COc1ccc(C)cc1NC(=O)CN(C)S(=O)(=O)c1ccc2c(c1)n(C)c(=O)c(=O)n2C	4%	0.2%	i	2	-6%	4%	-0.8%	0.9%	0.6	76	4%
CCOc1ccc(C2NC(=O)NC(C)=C2[N+](=O)[O-])cc1OC (centres undefined)	4%	0.0%	i	43	-2%	-3%	0.0%	3.1%	0.1	49	5%
CC(NC(=O)CN(c1cccc(C(F)(F)F)c1)S(=O)(=O)c1ccc(Cl)c([N+](=O)[O-])c1)c1ccccc1 (centres undefined)	0%	0.3%[50 µM]	i	46	-2%	2%	-1.0%	2.9%	14	39	8%
CCCCCN(C(=O)CCC(=O)OCc1ccc(Cl)cc1Cl)c1c(N)n(CCCC)c(=O)[nH]c1=O	22%	0.4%[50 µM]	i	58	-4%	4%	.	0.6%	5.0	52	6%
Cc1ccccc1N1CCN(C2CCCN(C(=O)c3ccccn3)C2)CC1 (centres undefined)	20%	0.1%	i	41	-5%	-6%	-0.9%	0.7%	2.7	44	8%
Cc1ccccc1C(=O)NNC(=S)NC(=O)c1ccc(Cl)cc1Cl	21%	0.0%	i	36	-3%	2%	1.5%	-0.3%	7.2	53	14%
CCN(CC(=O)Nc1ccccc1OC)C(=O)CC1CC2CCC1C2 (centres undefined)	.	0.2%[50 µM]	i	13	-7%	.	.	1.3%	0.1	55	6%
O=C(c1ccc(N2CCOCC2)cc1)c1cccs1	8%	0.1%	i	21	-5%	-1%	-1.2%	5.7%	-0.9	65	13%
CCCCC1=CC2=C(c3ccco3)C(=O)C(C)(OC(=O)c3ccc(OC)cc3)C(=O)C2=CN1C1CC1 (centres undefined)	38%	-0.6%	i	29	34%	-3%	-0.1%	-1.6%	0.8	50	3%
O=C(NN=C1CCCCCCC1)c1ccc2ccccc2n1	4%	0.8%	i	40	-8%	-11%	-0.1%	0.1%	4.3	60	7%
NNc1nc(Nc2ccccc2)nc(Nc2ccccc2)n1	6%	-1.7%	i	49	1%	6%	-0.6%	-0.1%	3.5	57	2%
Cc1ccc(Cl)c(N/C=C/C(=O)c2ccccc2)c1	7%	0.0%	i	48	-12%	-5%	-1.5%	4.6%	4.9	57	6%

Outcome played no part in choosing rows; 1.5% or so of the library scored in one or more.
